M1AAP inhibition: P. falciparum M1AAP inhibitors, biochemical, fluorogenic H-Leu-NHMec substrate, 1536-well (AID 1445); 220,000 compounds, 0.42% hits; Aminopeptidase N (Plasmodium falciparum (isolate 3D7)); inhibition, % at 30 µM, or IC50 in µM where a hit was titrated; recombinant M1AAP, H-Leu-NHMec fluorogenic kinetic assay; higher % means a stronger effect;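 active means primary inhibition above the hit cutoff, then over 50% inhibition at one or more dose response concentrations, cut at about 23% in these data, passing the limit was not always enough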;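 further: plate controls were DMSO full reaction for no effect and no enzyme background for full effect; strong numbers were not always called active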
Autophagy HCS: autophagy modulators in MEF cells, primary screen, imaging, high-content, MEF GFP-LC3 | MEF GFP-LC3 puncta imaging; test concentration mostly 10 µM | calls only at 10 µM (by protocol) | 190,000 compounds, 0.98% hits | AID 463193, 2010;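 active means percentage of spot-positive cells more than 3 SD above its plate mean, without a fluorescence outlier flag or 80% toxicity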;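 further: spot-positive cell cutoff set from DMSO-treated cells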
MT stabilizer: microtubule stabilizers in HeLa cells, primary screen, imaging, high-content imaging | HeLa tubulin immunostaining HCS, 24 h; share of cells brighter than vehicle mean+2SD | % tubulin-high responders, % at 10 µM | 200,000 compounds, 0.83% hits | AID 2205, 2009;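 active means plate Z-score above 3 for both tubulin-high and condensed-nucleus cell shares, with cell loss under 80%, at 10 µM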;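 further: anti alpha tubulin signal scored within the nucleus-defined area of each cell; some results filed as inactive read as strong as hits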
Hep lipid drop: inhibitors of hepatocyte lipid droplet formation, primary screen, imaging, high-throughput imaging, BODIPY stain | AML12 mouse hepatocytes, oleate lipid droplets | inhibition, % at 6.5 µM | 240,000 compounds, 0.4% hits | AID 1656, 2009;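 active means lipid droplet intensity inhibited by at least 50%, with more than 500 cells counted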
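Test system: AML12 mouse liver cells; schedule: overnight exposure; technique: high-content imaging of BODIPY-stained droplets and DAPI nuclei; read-out: % inhibition of corrected integrated BODIPY droplet signal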
Ins promoter up: insulin promoter activators in MIN6 cells, imaging, high-content screening, mouse beta cells | MIN6 insulin promoter-GFP reporter; active compounds read high | z-score at 5 µM | 190,000 compounds, 0.3% hits | AID 1625, 2009;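 active means z-score above 3 at 5 µM with at least 500 cells counted in the well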
Dynein transport: inhibitors of GR-EGFP nuclear translocation, primary screen, dynein cargo transport inhibitor project, imaging, high-content, 3617.4 mouse cells; z-score, hits read low; 220,000 compounds, 0.47% hits; test concentration mostly 20 µM; stimulated with dexamethasone, 1 µM; active compounds read low;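 active means plate z-score of nuclear minus cytoplasmic receptor signal below a set negative limit, without overly bright fluorescence or cell loss, cut at about -3.5 in these data, passing the limit was not always enough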;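 further: z-score of nuclear minus cytoplasmic ring GR-EGFP intensity difference per well; some compounds called inactive have numbers as strong as hits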
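Buffer or medium – tet-free medium with charcoal-stripped serum · Signal – automated 10x imaging of fixed Hoechst-stained cells · Also added – dexamethasone agonist, 1.0 µM final, for 30 min · Incubation – induction 48 h, compound 1 h, agonist 30 min · Read-out – GR-EGFP nuclear translocation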
Yfh1-off respiration: enhancers of respiration in Yfh1-depleted yeast, dose response, Friedreich's ataxia, plus single-dose screen (AID 1465); S. cerevisiae Yfh1-off respiration, WST-1 reduction, 72 h; higher fold induction means a stronger effect; 220,000 compounds, 0.074% hits; one-dose fold induction at 50 µM; EC50 in µM for titrated hits;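 active means fold induction of absorbance versus untreated yeast above a set limit, then at least 30% activation at any dose in follow-up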;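 further: activators that raise dye reduction in frataxin-depleted yeast; strong numbers were not always called active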
M17LAP inhibition: P. falciparum M17LAP inhibitors, primary screen, biochemical, fluorogenic H-Leu-NHMec substrate, 1536-well (AID 1619) | Leucine aminopeptidase (Plasmodium falciparum (isolate 3D7)) | recombinant M17LAP, H-Leu-NHMec fluorogenic kinetic assay; higher % means a stronger effect | inhibition, % at 30 µM; hits with a dose series show IC50 in µM | 220,000 compounds, 0.38% hits;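 active means compound inhibiting the enzyme by more than half at any dose during confirmatory dose-response retesting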;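 further: plate controls were full reaction with DMSO carrier for no effect and no enzyme background for full effect; strong numbers were not always called active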
CSM14.1 death rescue: rescue of cells from ER stress-induced death, primary screen, 384-well, CSM14.1, thapsigargin, ATP luminescence (AID 1222) | one-dose cellular ATP content (survival), % at 20 µM; EC50 in µM for titrated hits | 190,000 tested, under 10 active | CSM14.1 thapsigargin-induced death rescue, ATP luminescence; higher % means a stronger effect;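 active means EC50 below 50 µM in the dose-response confirmation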;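 further: death triggered by thapsigargin at about 15 µM added after 2 h compound pretreatment; cell ATP read after overnight thapsigargin exposure of roughly 18 to 22 hours; normalized against plate controls of thapsigargin alone and 5% DMSO vehicle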
Dynein transport cytoplasmic EGFP: also measured in Dynein transport; calls as there; z-score; measured here: cytoplasmic GR-EGFP intensity; active compounds read high
Dynein transport nuclear GR-EGFP: recorded beside Dynein transport, whose call it bears; z-score; measured here: nuclear GR-EGFP intensity;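 lower value marks the stronger effect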
Dynein transport cell count: further read-out of Dynein transport, marked with its call; z-score; measured here: cell count per field
Ins promoter up cell count: also measured in Ins promoter up; calls as there; cell count; measured here: cytotoxicity, nuclei count;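 total cells summed across four imaged fields per well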
Hep lipid drop cells 6.5 µM: recorded beside Hep lipid drop, whose call it bears; cell count; measured here: cell count, cytotoxicity flag;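 cells counted across two imaged fields per well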
MT stabilizer Hoechst-high %: recorded beside MT stabilizer, whose call it bears; % Hoechst-high responders; measured here: nuclear condensation Hoechst responders;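 share of cells brighter than vehicle mean plus two SD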
MT stabilizer cytotoxicity %: recorded beside MT stabilizer, whose call it bears; toxicity, %; measured here: cytotoxicity by cell density;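 0% = mean cell density of plate MIN control wells and 100% = no cells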
Autophagy HCS cell loss 18 h: second read-out of Autophagy HCS, no call of its own (marks repeat the call); toxicity, %; measured here: cell loss, nuclei count;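 cell loss after 18 h compound exposure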
Active calls of the source: *; i = inactive; x = no result given; + = active, no number.

SMILES	M1AAP inhibition	Autophagy HCS	Autophagy HCS cell loss 18 h	MT stabilizer	MT stabilizer Hoechst-high %	MT stabilizer cytotoxicity %	Hep lipid drop	Hep lipid drop cells 6.5 µM	Ins promoter up	Ins promoter up cell count	Dynein transport	Dynein transport cytoplasmic EGFP	Dynein transport nuclear GR-EGFP	Dynein transport cell count	Yfh1-off respiration	M17LAP inhibition	CSM14.1 death rescue
O=C(Nc1ccc2c(c1)nc1n2CCN(C2CCCCC2)C1)NC1CCCCC1	17%	i	-27	2.5	2.5	9.1	x	x	-0.72	1452	0.25	-0.16	0.6	-0.62	i	-2%	-1.4%
CC(NC(=O)CSC(=S)N(C)C)C12CC3CC(CC(C3)C1)C2 (centres undefined)	-1%	i	7	5.9	2.9	2.9	-1	654	-0.07	1579	0.78	-0.18	0.46	-0.75	i	7%	4.6%
CSc1ccccc1NC(=O)c1ccncc1	9%	i	-4	2.0	1.4	4.0	-14	715	0.11	1231	4.2	-0.047	2.4	-2.3	i	-3%	-1.4%
Cc1noc(C)c1C(=O)N1CCC(Cc2ccccc2)CC1	1%	i	11	5.5	2.0	3.9	2	756	0.27	1335	-0.87	-0.23	0.24	0.93	i	-4%	-0.8%
c1ccc2c(-c3nnc4n3CCCCC4)c[nH]c2c1	13%	i	-21	2.0	1.6	8.2	x	x	1.2	919	-0.57	-0.19	-0.12	0.16	i	5%	-1.5%
Cc1ccc(NC(=O)CN(C)C(=O)c2cc3ccccc3o2)cc1	6%	i	-4	4.7	1.6	9.0	-4	699	-0.24	1231	0.59	0.28	0.31	-0.48	i	0%	-0.4%
O=C(O)C1CCN1C1CCCCC1 (centres undefined)	-1%	i	2	3.5	3.3	4.0	x	x	x	x	-0.32	-0.31	-0.11	0.63	i	-5%	-0.9%
Cc1cc2nc(CCN(C(=S)NCC3CCCO3)C3CCCC3)[nH]c2cc1C (centres undefined)	4%	i	-10	2.4	2.4	7.9	17	728	-1.1	1522	0.31	-0.024	0.49	-0.84	i	-10%	-0.4%
COc1cc(/C=C2/SC(=S)N(c3ccccc3)C2=O)ccc1Oc1nc(N2CCOCC2)nc(N2CCOCC2)n1	4%	i	-3	2.7	2.1	10	-4	672	0.25	1451	-0.29	-0.16	-0.078	0.49	i	4%	2.3%
CN(C)S(=O)(=O)c1ccc(C(=O)NCc2ccccc2)cc1	4%	i	13	3.2	2.9	5.3	x	x	-0.28	1170	0.072	-0.19	0.078	-0.28	i	-6%	-0.6%
Cc1ccc(S(=O)(=O)N(CC(=O)NCCSCc2ccco2)c2cc(C)ccc2C)cc1	x	i	-20	2.9	2.6	9.2	x	x	x	x	-0.78	-0.04	-0.65	0.78	i	x	x
CN1c2ccccc2C(=O)/C(=C\Nc2ncccn2)S1(=O)=O	4%	x	x	x	x	x	-3	688	0.03	1060	-0.36	-0.24	-0.3	0.59	i	0%	x
CCOc1ccc2nc(NCCNS(=O)(=O)c3ccccc3)c(C#N)cc2c1	4%	i	6	4.9	1.0	1.3	x	x	0.05	1212	3.9	-0.14	1.4	-1.4	i	-44%	-2.0%
Cc1cccc(CC(=O)OCn2nnc3ccccc3c2=O)c1	2%	i	-5	7.9	2.0	6.0	-1	591	x	x	1.3	0.1	1.1	-1.3	i	-2%	-0.7%
CC1=C(C(=O)N2CCOCC2)C(c2ccccc2F)NC(=O)N1 (centres undefined)	6%	i	-7	3.7	1.3	6.5	14	687	0.11	1222	-0.26	-0.34	-0.68	0.65	i	3%	-1.3%
O=C(OCc1cn(-c2ccc(Cl)c(Cl)c2)nn1)c1ccccc1	1%	i	-2	1.6	1.6	7.2	x	x	-0.01	1507	0.39	-0.2	0.0073	-0.22	i	-4%	-0.7%
COc1ccc(S(=O)(=O)NC(CC(=O)NCc2ccc3c(c2)OCO3)c2ccco2)cc1 (centres undefined)	5%	i	-1	3.9	3.6	8.6	x	x	-1.6	1505	0.081	-0.11	0.34	0.29	i	10%	1.3%
COc1cc(C=O)ccc1Oc1nnnn1-c1ccc(C(N)=O)cc1	9%	i	-3	1.0	0.9	7.6	40	812	-0.49	981	-0.21	-0.19	0.51	0.025	i	-5%	1.3%
O=C(NC1CCCCCC1)C1c2ccccc2C(=O)N1CCCN1CCOCC1 (centres undefined)	-6%	i	0	1.2	2.0	6.3	x	x	0.73	1351	-0.79	-0.19	-0.35	0.64	i	-2%	-0.6%
Cc1cc(/C=c2/sc3nc4ccccc4n3c2=O)c(C)n1-c1ccccn1	-6%	i	-4	1.4	1.1	2.8	x	x	-0.5	645	-0.9	-0.093	-0.49	0.1	i	-5%	-4.7%
CC(=O)C1C(c2ccc(Cl)cc2)c2c(noc2C)CC1(C)O (centres undefined)	0%	x	x	x	x	x	3	736	0.84	1133	-0.52	-0.24	-0.36	1.5	i	-1%	x
Cc1cc(C)c2nc(N3CCC(C(=O)NCCCN4CCCCC4)CC3)sc2c1	-3%	i	24	4.1	3.0	1.3	30	805	x	x	7.2	3.2	4.3	-4.7	i	-8%	-2.2%
CCOc1ccccc1Nc1nnc(C)c(=O)[nH]1	6%	i	1	11	1.4	10	x	x	0.48	1576	0.68	-0.3	0.46	0.19	i	7%	-0.8%
O=S(=O)(c1cccc(-c2cn3cc(Cl)ccc3n2)c1)N1CCOCC1	1%	i	21	2.5	1.2	4.9	4	792	0.33	1207	2.1	0.83	1.5	-0.66	i	-1%	2.1%
CCOc1ccccc1Nc1ncnc2ccccc12	-1%	i	-8	3.6	1.3	1.4	-3	677	1.5	1138	1.2	-0.13	-0.091	-0.17	i	1%	-2.3%
COc1ccccc1NC(=S)N(CCCN1CCOCC1)Cc1ccccn1	3%	i	-1	2.9	2.0	5.1	-15	583	x	x	0.1	-0.21	0.11	1.2	i	-8%	-2.3%
O=C(Nc1ccccc1)c1nc2ccccc2s1	-1%	i	8	3.4	1.8	1.9	24	634	-0.4	1271	0.77	-0.25	0.042	-1.1	i	-12%	-2.6%
O=C(NNC(=O)c1cccc(Br)c1)Nc1ccc(Cl)cc1	2%	i	17	2.7	2.4	7.2	34	689	-0.8	1554	-0.41	-0.28	0.083	0.35	i	3%	-1.1%
O=C1CC(c2ccccc2)CC(O)=C1C=Nc1cccc(Cl)c1 (centres undefined)	13%	i	-4	1.0	1.4	8.0	-8	531	0.98	1355	-1.2	0.2	-0.33	-0.15	i	-13%	-2.8%
CS(=O)(=O)N(CCc1ccccc1)CC(=O)N1CCN(c2ccc(F)cc2)CC1	4%	i	0	3.0	1.4	9.8	-26	708	0.81	1206	-0.98	-0.27	-0.89	-0.0033	i	1%	-0.5%
O=C(/C=C/c1ccc(O)c(O)c1)c1ccccc1O	14%	x	x	x	x	x	-1	516	-1.5	695	-5.4*	0.44*	-2.1*	0.22*	i	5%	x
O=c1oc2ccccc2c(Nc2ccccc2)c1[N+](=O)[O-]	-1%	i	41	3.3	1.9	7.2	-6	702	x	x	0.16	-0.22	0.074	0.59	i	3%	-3.4%
CC1=[N+](C)c2c(ccc3cccnc23)C1(C)C	x	i	23	3.1	1.9	3.8	0	739	0.45	1328	0.36	0.0094	0.83	-0.4	i	x	-1.8%
O=C(COC(=O)C(Cc1ccccc1)NC(=O)c1ccccc1)c1ccccc1 (centres undefined)	1%	i	-11	1.9	1.9	1.8	0	627	-0.32	1405	-0.36	-0.32	-0.41	0.15	i	5%	-0.1%
CC(C)(C)C(=O)Nc1ccc(N2CCN(c3ccc(C(F)(F)F)cn3)CC2)nc1	3%	x	x	x	x	x	-5	696	-0.88	1259	-0.35	-0.22	-0.19	0.67	i	-3%	x
O=C(Nc1ccc2c(c1)OCCO2)C1CC1c1ccccc1 (centres undefined)	10%	i	3	1.1	2.0	7.1	1	637	0.22	1313	-0.069	-0.22	0.098	-0.48	i	-2%	-1.6%
COc1ccc2[nH]c(=O)cc(C(=O)O)c2c1	15%	i	0	2.8	2.0	12	-3	678	1.2	1545	1	-0.23	0.9	-1	i	-79%	0.0%
O=C(CSc1nnc(-c2ccc([N+](=O)[O-])cc2)o1)Nc1ccccn1	-3%	i	2	1.3	1.6	6.2	9	743	0.1	1359	-0.88	-0.34	-0.38	0.46	i	3%	-2.5%
CCOC(=O)C1CCN(C(=O)c2ccc(CNS(=O)(=O)c3ccc(OC)cc3)cc2)CC1	5%	+	-5.5*	2.7	2.4	1.7	-8	701	-0.24	1366	-0.28	-0.079	0.013	0.42	i	3%	0.3%
C/C(=N\NC(=O)c1nn(C)cc1Br)c1cccc(NC(=O)c2ccncc2)c1	6%	i	4	1.3	2.5	1.1	-4	681	0.07	1215	0.25	-0.21	0.55	-1.2	i	16%	-0.7%

High-throughput results (PubChem)
